High-throughput results from PubChem BioAssay.
MRP reversal = reversal of MRP1-mediated doxorubicin resistance, primary screen, H69AR cells, doxorubicin co-treatment; H69AR cells + 2 uM doxorubicin, CellTiter-Glo, 72 h; differential viability (reversal), % at 10 µM; actives 0.04% (n = 85,000); AID 602, 2007;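 active means viability drop by adding the cancer drug above about 55%, with treated viability meeting a 40% cutoff, limit read from the data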;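 further: viability without doxorubicin minus viability with 2 µM doxorubicin for each compound; larger differential means the compound sensitizes cells more to doxorubicin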
NFkB transloc inh = inhibitors of IL-1B driven NFkB p65 nuclear import, primary screen, imaging, HUVEC, IL-1B stimulus, high-content imaging | HUVEC IL-1B NFkB p65 nuclear translocation imaging | inhibition, % at 2 µM | actives 0.43% (n = 94,000);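 active means inhibition above about 30% together with a positive call from visual inspection of the well image, limit read from the data; inconclusive means inhibition above a set limit but visual check negative; inactive means inhibition not above a set limit, visual check negative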;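 further: nuclear over cytoplasmic p65 intensity ratio measured by imaging; 0% = IL-1B stimulated DMSO wells and 100% = unstimulated DMSO wells; values of inactives mirror those of a sister screen read the other way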
IL1B NFkB pot = enhancers of NFkB p65 translocation in HUVEC – imaging, IL-1B stimulus, high-content imaging, primary screen | HUVEC IL-1B NFkB p65 nuclear translocation imaging | activation, % at 2 µM | actives 0.3% (n = 94,000);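 active means activation above 40%, about the mean plus 3 SD, also judged a hit on visual image review; inconclusive means activation above 40% but not a hit on visual review; inactive means activation not above 40% and no visual hit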;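 further: percent activation is computed from the nuclear over cytoplasmic p65 intensity ratio; values of inactives mirror those of a sister screen read the other way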
Bcl-B TR3 displacers = displacers of TR3 peptide from Bcl-B, primary screen, selectivity assay for Bfl-1 inhibitor project, biochemical, fluorescence polarization; Bcl-2-like protein 10 (Homo sapiens); FP displacement of FITC-TR3 peptide from Bcl-B; higher % means a stronger effect; one-dose displacement, % at 20 µM; IC50 in µM for titrated hits; actives 0.11% (n = 96,000);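 active means displacement above 50% at 20 µM plus a fluorescence interference ratio under 1.5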;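 further: plate controls were wells without compound for no effect and wells lacking Bcl-B protein for full effect; a part of the inactive calls stands beside numbers as strong as those of hits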
PLAP inhibition = PLAP enzyme inhibitors, biochemical, luminescence, HTS (AID 690) | Alkaline phosphatase, placental type (Homo sapiens) | inhibition, % at 20 µM, or IC50 in µM where a hit was titrated | purified PLAP, luminescent substrate; higher % means a stronger effect | actives 0.08% (n = 96,000); in the data active means a potency from the dose series; inactive means the rest, 99 in 100 with inhibition below about 30%; further: strong numbers were not always called active
MRP reversal cytotoxicity = recorded beside MRP reversal, whose call it bears; viability, %; H69AR cells, CellTiter-Glo, 72 h; measured here: cytotoxicity without doxorubicin
MRP reversal with doxorubicin = recorded beside MRP reversal, whose call it bears; viability, %; measured here: viability with 2 uM doxorubicin; active compounds read low
NFkB transloc inh cell count 2 µM = further read-out of NFkB transloc inh, marked with its call; cell count; measured here: cells passing quality filter;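 raw number of nuclei counted in each imaged well without normalization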
IL1B NFkB pot cell count 2 µM = recorded beside IL1B NFkB pot, whose call it bears; cell count; measured here: cells passing quality filter
* marks the source's active call; other numbers are inactive results; u = inconclusive; x = not tested or not shown. This is a subset; the hit share may differ from the screen's.

SMILES	MRP reversal	MRP reversal cytotoxicity	MRP reversal with doxorubicin	NFkB transloc inh	NFkB transloc inh cell count 2 µM	IL1B NFkB pot	IL1B NFkB pot cell count 2 µM	Bcl-B TR3 displacers	PLAP inhibition
Cc1c(F)cccc1NS(=O)(=O)c1ccccc1C#N	-1	93	94	1	95	-1	95	2%	-29%
C[N+]1=C2CCCCCN2C(O)(c2ccccc2)C1 (stereo not given)	8	96	88	x	x	x	x	-1%	12%
COc1ccc(C2CC(C(F)(F)F)n3nc(C(N)=O)c(Cl)c3N2)cc1OC (stereo not given)	7	95	88	7	129	-7	129	3%	-8%
COC(=O)C(Cc1ccc(OC(=O)c2ccccc2C)cc1)N1Cc2ccccc2C1=O (stereo not given)	x	x	x	3	121	-3	121	1%	-42%
Cc1ccc(Cn2nnc3c(=O)n(CC(=O)c4ccccc4)cnc32)cc1	3	91	88	-8	61	8	61	0%	6%
COc1ccc(N2C3=[N+](CC2(C)O)c2ccccc2CC3)cc1 (stereo not given)	-9	84	93	-19	167	19	167	3%	20%
COc1ccc(CCN2C(=O)CC(N3CCOCC3)C2=O)cc1OC (stereo not given)	-5	87	92	-10	142	10	142	x	x
COc1ccc(C)cc1S(=O)(=O)N1c2ccccc2CC1C (stereo not given)	8	97	89	-12	158	12	158	-20%	-32%
COC(=O)CSc1nc(N)c(C#N)c(C(C)C)c1C#N	7	96	89	-11	111	11	111	-16%	-12%
COc1ccc(CCNC(=O)CSc2nnc(-c3ccc(F)cc3)o2)cc1OC	6	88	82	-9	91	9	91	11%	-8%
O=C(c1ccco1)N1CCN=C1SCc1ccccc1F	23	91	68	x	x	x	x	9%	-2%
O=C(Nc1cccc2ccccc12)C1CCN(C(=O)NCc2ccccc2)CC1	7	96	89	6	177	-6	177	3%	-5%
O=C(Nc1ccccc1-c1ccccc1)c1cnccn1	-38	41	79	3	182	-3	182	-3%	-33%
O=C(CC1(O)C(=O)Nc2ccccc21)c1ccccc1 (stereo not given)	-20	70	89	x	x	x	x	-2%	-2%
O=C(O)CSc1nnc(-c2ccccc2O)n1Cc1ccccc1	0	90	91	7	81	-7	81	14%	-16%
O=C(COc1cccc2ccccc12)N1CCN(c2ccccn2)CC1	3	93	90	-9	101	9	101	2%	-46%
C/C(=N/NS(=O)(=O)c1ccc(Cl)cc1)c1cccc(O)c1	x	x	x	-16	145	16	145	-1%	-2%
O=C(CSc1nc2ccccc2s1)NC(=O)NCc1ccco1	-3	88	91	10	104	-10	104	12%	x
Cc1onc(-c2ccccc2Cl)c1C(=O)N1CCCc2ccccc21	-38	23	61	7	83	-7	83	18%	8%
COc1ccc(C(=O)Nc2cccc(/C(C)=N/NC(=O)c3ccc([N+](=O)[O-])c(C)c3)c2)cc1OC	x	x	x	-14	139	14	139	-1%	2%
CCOc1[nH]n(-c2ccc(Cl)cc2)c(=O)c1C=Nc1ccc(C)cc1	x	x	x	-16	108	16	108	-10%	-18%
O=C(Nc1ccc(Cl)cc1C(=O)NCC1CCCO1)c1ccco1 (stereo not given)	-14	59	73	3	81	-3	81	0%	14%
CCOC(=O)CSc1nnnn1-c1cc(OC)ccc1OC	-2	90	92	1	120	-1	120	-10%	1%
Cc1ccc2c(c1)c1ncnc(N3CCOCC3)c1n2C	-5	46	50	-8	103	8	103	-1%	15%
O=C(COn1nnc2ccc(Cl)cc21)NC12CC3CC(CC(C3)C1)C2	17	95	78	-31	176	31	176	-3%	44%
Continued:
SMILES	MRP reversal	MRP reversal cytotoxicity	MRP reversal with doxorubicin	NFkB transloc inh	NFkB transloc inh cell count 2 µM	IL1B NFkB pot	IL1B NFkB pot cell count 2 µM	Bcl-B TR3 displacers	PLAP inhibition
Cc1ccccc1NC(=O)c1sc2nc[nH]c(=O)c2c1C	x	x	x	-57	170	u	x	-2%	-16%
CCn1c(=O)c(C2=NS(=O)(=O)c3ccccc3N2)c(O)c2ccccc21	-5	70	75	x	x	x	x	-13%	0%
CC1CCCC2(C1)NC(=S)N(c1ccccc1)N2 (stereo not given)	14	94	80	-1	122	1	122	-2%	-1%
Cc1nc2cc(Cl)c(Cl)cc2nc1C	-2	78	80	x	x	x	x	-4%	-33%
O=C(O)c1cccc(Cn2c(Cl)c(/C=N/NC(=O)c3ccccc3)sc2=O)c1	13	94	80	2	161	-2	161	-7%	13%
CC(C)(C(=O)c1ccccc1)/[N+]([O-])=C/c1ccc(F)cc1	x	x	x	2	139	-2	139	x	x
COc1ccccc1NC(=O)C(C)Sc1nnnn1C (stereo not given)	3	94	92	x	x	x	x	4%	8%
Cc1ccc2cccc(NC(=S)NC(=O)c3ccn(C)n3)c2n1	1	63	61	-5	93	5	93	x	x
CN(C)c1ccc(-c2ccccc2)nn1	-2	82	84	0	143	0	143	0%	25%
COc1ccc2cc3cc(C(=O)NCc4cccs4)oc3nc2c1	-10	49	58	6	128	-6	128	4%	13%
Cn1c(=O)c2c(SCc3ccccn3)nc(C3CC3)nc2n(C)c1=O	-21	61	82	x	x	x	x	-7%	-8%
O=C(/C=C/NNC(=O)c1ccccc1)c1ccc(Br)cc1	-28	34	62	17	174	-17	174	12%	-84%
Cc1cc(C(=O)OCC(=O)NCCC(C)C)c2ccccc2n1	5	95	91	1	105	-1	105	13%	-9%
Cc1c(NC(=O)c2cc(C3CC3)on2)c(=O)n(-c2ccccc2)n1C	-13	90	103	-6	58	6	58	10%	2%
Cc1cc(C)nc(SCc2nnc(SCC(=O)N3CCOCC3)o2)n1	-21	68	89	4	170	-4	170	-4%	-13%
CCC1(CC)Cc2ccccc2-c2nc3ccccc3c(=O)n21	-4	89	92	-12	158	12	158	3%	-15%
CCOc1ccccc1N1CCN(C(=O)c2ccncc2)CC1	x	x	x	-10	136	10	136	1%	4%
O=c1cc(-c2ccccc2)[nH]n1-c1nc2ccccc2s1	-16	42	58	-1	125	1	125	-6%	4%
CC(C)(C)c1ccc(C(=O)NCc2ccc(Cl)cc2)cc1	x	x	x	-6	125	6	125	-22%	2%
COc1cc(S(=O)(=O)NC2CCCC2)ccc1F	-4	95	99	-4	181	4	181	-3%	18%
COC(=O)Nc1ccc2ncn(C)c(=O)c2c1	x	x	x	-14	167	14	167	12%	17%
Cc1cc2ncn(CCOc3ccccc3C#N)c2cc1C	13	82	69	0	88	0	88	2%	-7%
COc1ccc(CCNC(=O)C23CN(Cc4ccccc4)CC2C(c2cccc([N+](=O)[O-])c2)=NO3)cc1 (stereo not given)	x	x	x	2	199	-2	199	0%	-42%
Cc1onc(-c2c(Cl)cccc2Cl)c1C(=O)Nc1c(C)n(C)n(-c2ccccc2)c1=O	18	89	71	24	67	-24	67	12%	-16%
Cn1c(SCCOc2cccc(Cl)c2)nnc1-c1ccncc1	-4	82	86	-32	113	32	113	8%	-17%
More entries:
SMILES	MRP reversal	MRP reversal cytotoxicity	MRP reversal with doxorubicin	NFkB transloc inh	NFkB transloc inh cell count 2 µM	IL1B NFkB pot	IL1B NFkB pot cell count 2 µM	Bcl-B TR3 displacers	PLAP inhibition
COc1cc(C(=O)N2CCCc3ccccc32)cc(OC)c1OC	-30	25	55	-17	112	17	112	x	x
COc1cc2c(C#N)c(N3CCc4ccccc4C3)nc(N)c2c(N)n1	4	65	61	-14	164	13	164	-7%	-36%
COC(=O)c1cc2c(C)c(C)c3ccccn3c-2c1C(=O)OC	x	x	x	-7	168	7	168	-17%	22%
O=C(C1Cc2ccccc2CN1S(=O)(=O)c1cccs1)N1CCCCC1 (stereo not given)	3	76	73	-9	98	9	98	-1%	-6%
COc1ccc(C(=O)NC2CCN(CC(=O)Nc3cccc(C)c3)CC2)cc1OC	16	98	81	-1	111	1	111	x	x
Cc1nc(CN2CCOCC2)cc(=O)[nH]1	x	x	x	6	125	-6	125	2%	2%
COc1cccc(C(=O)N/N=C2\SCC(=O)N2Cc2ccc3c(c2)OCO3)c1	x	x	x	-11	133	11	133	1%	-1%
CCOC(=O)C1CCN(CCC(=O)Nc2ccccc2)CC1	0	88	88	-6	162	6	162	x	x
CCCNC(=O)c1c(N)n(-c2ccc3c(c2)OCO3)c2nc3ccccc3nc12	-19	9	28	-4	124	5	124	9%	35%
COC(=O)c1cc2ccsc2n1Cc1nc(-c2ccc(Cl)cc2)oc1C	-2	68	70	13	155	-13	155	-26%	24%
COc1ccccc1C(=O)Nc1ccc(NC(=O)c2ccco2)c(C)c1	-10	68	78	-4	169	4	169	26%	-6%
Cc1ccc(S(=O)(=O)N(C)c2ccc(NS(C)(=O)=O)cc2)cc1	-2	89	91	-3	159	3	159	4%	-24%
Cc1cc(C)n(-c2nnc(C)c(=O)[nH]2)n1	x	x	x	4	130	-4	130	-5%	0%
CC1CCCCN1CC(=O)Nc1sc2c(c1C#N)CCC2 (stereo not given)	6	102	96	-4	207	4	207	-11%	-66%
Cc1cccc(CSc2nnc(N)n2-c2ccccc2)c1	-9	87	96	-3	148	3	148	x	x
COc1ccc(Cl)cc1NC(=O)CN1CCC(n2nnc3cc(C)ccc32)CC1	2	93	92	-19	137	19	137	-24%	x
C=CCn1c(SCC(=O)Nc2nc(C)cs2)nnc1C(CO)NC(=O)c1ccccc1 (stereo not given)	6	92	86	11	79	-11	79	-10%	-18%
CCOC(=O)N1CCN(S(=O)(=O)c2cc(OCC(=O)NC3CCCCC3)c(C)cc2Cl)CC1	-18	59	77	-8	178	8	178	7%	-41%
O=C(COc1ccc(Cl)cc1)Nc1ccccc1C(=O)NCc1ccco1	1	51	50	6	120	-6	120	-12%	-29%
CCCNC(=O)NC(=O)CN1C(=O)NC(C)(c2ccc(C)cc2)C1=O (stereo not given)	10	101	90	-5	155	5	155	0%	-13%
CCOC(=O)c1cc(NC(=O)C2CCCO2)cc(C(=O)OCC)c1 (stereo not given)	18	104	85	-4	115	4	115	-6%	-53%
CC(O)c1n(C)c(Cl)c[n+]1C (stereo not given)	-8	92	100	-4	175	4	175	-1%	12%
Nc1ccc(S(=O)(=O)Nc2ccc(S(N)(=O)=O)cc2)cc1	10	101	91	-1	91	1	91	3%	-12%
O=C(NCc1cccs1)c1cccc(S(=O)(=O)N2CCCCC2)c1	22	95	73	x	x	x	x	3%	14%
CCC1=NC(c2ccc(OC)cc2OC)N(O)C1(C)C (stereo not given)	1	91	90	-8	159	8	159	-6%	-32%

Pulled one by one from the entries so far:
SMILES	MRP reversal	MRP reversal cytotoxicity	MRP reversal with doxorubicin	NFkB transloc inh	NFkB transloc inh cell count 2 µM	IL1B NFkB pot	IL1B NFkB pot cell count 2 µM	Bcl-B TR3 displacers	PLAP inhibition
CCCNC(=O)NC(=O)CN1C(=O)NC(C)(c2ccc(C)cc2)C1=O (stereo not given)	10	101	90	-5	155	5	155	0%	-13%
O=C(COc1ccc(Cl)cc1)Nc1ccccc1C(=O)NCc1ccco1	1	51	50	6	120	-6	120	-12%	-29%

(next part)
SMILES	MRP reversal	MRP reversal cytotoxicity	MRP reversal with doxorubicin	NFkB transloc inh	NFkB transloc inh cell count 2 µM	IL1B NFkB pot	IL1B NFkB pot cell count 2 µM	Bcl-B TR3 displacers	PLAP inhibition
CCn1cc(/C=N/NC(=O)c2cc3c(ccc4ccccc43)o2)c2ccccc21	x	x	x	x	x	x	x	-2%	1%
CCc1cc2c(=O)n(N)c(CCC(=O)O)nc2s1	2	89	87	-4	172	4	172	-3%	-23%
CCOC(=O)C1CCN(C(=O)c2ccc(SC)cc2OC)CC1	-14	74	87	u	x	-45	89	-8%	-37%
Cc1nc2ncnn2c(C)c1CCC(=O)NCc1ccccc1	13	95	82	1	135	-1	135	-18%	0%
COc1ccc(/C=N/n2c(C)cc(C)c(C(N)=O)c2=O)cc1	1	99	98	8	195	-8	195	-6%	19%
O=C(O)c1ccc(Cl)c(S(=O)(=O)NCc2ccco2)c1	-16	91	107	1	198	-1	198	13%	-4%
